Screening results from PubChem.
Polio RdRp inh = inhibitors of poliovirus RNA polymerase binding and polymerization; P03300; % elongation, % (compound at 16.7 µg/mL); poliovirus polymerase elongation, fluorescence polarization; stronger effect = lower value; 150,000 tested, 0.66% active; in the data active means % elongation below about 90%; further: some results filed as inactive read as strong as hits
Target sequence (P03300 1749-2209 limits assumed): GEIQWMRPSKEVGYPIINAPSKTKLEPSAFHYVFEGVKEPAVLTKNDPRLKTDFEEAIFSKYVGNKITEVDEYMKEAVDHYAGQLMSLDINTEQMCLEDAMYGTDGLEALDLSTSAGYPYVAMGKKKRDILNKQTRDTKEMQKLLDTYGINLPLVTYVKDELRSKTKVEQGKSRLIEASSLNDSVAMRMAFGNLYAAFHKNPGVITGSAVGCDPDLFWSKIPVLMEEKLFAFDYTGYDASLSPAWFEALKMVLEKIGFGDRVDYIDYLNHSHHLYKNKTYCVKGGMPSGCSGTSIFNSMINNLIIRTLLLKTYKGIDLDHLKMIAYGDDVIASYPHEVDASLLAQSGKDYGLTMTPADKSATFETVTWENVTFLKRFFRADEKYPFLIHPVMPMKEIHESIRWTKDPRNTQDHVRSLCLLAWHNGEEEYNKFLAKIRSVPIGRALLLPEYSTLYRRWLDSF
Polio RdRp inh FP z-score = further read-out of Polio RdRp inh, marked with its call; z-score; measured here: FP z-score; hits read low
Starred values were filed as active, the others as inactive. The list is partial; rates above refer to the full screens.

SMILES | Polio RdRp inh | Polio RdRp inh FP z-score
O=S(=O)(NC1CCCCC1Oc1ccccc1)c1ccccc1 (stereo unspecified) | 100 | -0.6
c1ccc2c(OCCCCCn3ccnc3)cccc2c1 | 99 | -0.5
O=C(O)Cn1cc(C(=O)c2ccccc2F)c2ccccc21 | 102 | 0.1
O=C(CCC(=O)N1CCN(S(=O)(=O)c2ccccc2)CC1)Nc1ccc2c(c1)OCCO2 | 98 | -0.9
CC(O)C12CC3CC(CC(C3)C1)C2 (stereo unspecified) | 101 | -0.1
Cc1cc(=O)[nH]c(-c2ccc(C(F)(F)F)cc2)n1 | 102 | 0.1
Cc1cc(C)c2ccc(=O)cc-2o1 | 97 | -0.8
COc1cc(OC)c(NS(=O)(=O)c2ccc3c(c2)NC(=O)CCS3)cc1Cl | 103 | -1.1
CCc1ccc(-c2nc(CSCC(=O)N3CCN(c4ccc(F)cc4)CC3)c(C)o2)cc1 | 103 | -0.3
CN(C1CCCCC1)S(=O)(=O)c1ccc(SCC(=O)NC2CC2)nc1 | 100 | -0.6
O=C(O)C(Br)(Cc1ccccc1)C(=O)O | 104 | 1.2
CN(C)S(=O)(=O)c1cccc(CN2CCCc3ccccc32)c1 | 121 | 2.8
CCCCN(C)C(=O)c1ccc2c(c1)NC(=O)C(CC(C)C)N2 (stereo unspecified) | 112 | 0.7
CCOC(=O)N1CCN(C(=O)c2ccc(/C=C3\Oc4ccccc4NC3=O)cc2)CC1 | 100 | -0.1
Cc1ccc(NC(=O)C2CCN(S(=O)(=O)c3ccc4c(c3)CCCC(=O)N4)CC2)cc1N(C)C | 103 | -1.1
Fc1cccc(Cl)c1C1N2CCCCN12 (stereo unspecified) | 102 | -0.1
COc1ccc(NC(=O)Cn2nnc(C(=O)NCc3ccc4c(c3)OCO4)c2N)cc1 | 110 | 0.4
CSc1nnc(NC(=O)Cc2ccccc2)s1 | 101 | 0
CCC(C)C(=O)Nc1cccc(C(=O)O)c1 (stereo unspecified) | 103 | 0.5
O=C(CN1CCc2ccccc2C1)N1N=C(c2ccc(Cl)cc2)CC1c1ccco1 (stereo unspecified) | 109 | 0.7
Cc1ccc(C2C=C(C34CC5CC(CC(C5)C3)C4)NC(=S)N2)cc1 (stereo unspecified) | 101 | 0
Cc1nn(CC(=O)N2CCCC2)c(C)c1NC(=O)c1cnn2c1NC(c1ccco1)CC2C(F)(F)F (stereo unspecified) | 99 | -0.1
COc1ccc2c(c1)CCC(C)N2C(=O)Nc1ccc(OC)c(OC)c1 (stereo unspecified) | 103 | 0.9
COc1ccc(-n2ccnc2SCC(=O)Nc2ccc(F)cc2F)cc1 | 110 | 0.6
Cc1cc(C)n(-c2ccc(C(=O)OCC(=O)Nc3sc4c(c3C(N)=O)CCC4)cc2)n1 | 95 | -0.8
N=c1c2c3c(sc2nc2n1CCCCC2)CCCCC3 | 102 | 0.2
CC(C)c1ccc(NC(=O)NCC2CCCO2)cc1 (stereo unspecified) | 98 | -0.3
c1ccc(CCc2nn3cnnc3s2)cc1 | 102 | 0.1
O=C(c1ccc2c(c1)CCN2S(=O)(=O)c1ccccc1)N1CCN(c2ccc(F)cc2)CC1 | 107 | 0.3
Cc1cc2nc(N3CCN(S(=O)(=O)c4ccccc4)CC3)c3ccccc3n2n1 | 105 | 0.2
CCOc1nc(NC(C)(C)CO)nc(OCC)n1 | 104 | 0.5
COc1ccccc1Cc1nc2ccccc2[nH]c1=O | 103 | -0.1
CCCN(CCC)C(=O)Cn1nnc2sc(-c3ccccc3)cc2c1=O | 105 | -0.2
N#C/C(C(=O)NCc1ccco1)=C1/SC=C(c2ccccc2)N1c1ccccc1 | 101 | 0.4
CCN(CC)S(=O)(=O)c1ccc2nc(Cc3ccccc3)[nH]c2c1 | 103 | 0.1
COC(NC(=O)Nc1nc2ccccc2s1)(C(F)(F)F)C(F)(F)F | 100 | -0.3
COc1cc(NC(=O)Cn2c(=O)n(Cc3ccccc3Cl)c(=O)c3cc(OC)c(OC)cc32)cc(OC)c1 | 107 | -0.5
NC(=O)Nc1ccc(C(=O)OCC(=O)NCc2ccccc2)cc1 | 107 | 0.5
CCC(C(=O)NCCC(C)C)N(C(=O)Cn1nnc(-c2ccc(C)cc2)n1)c1cccc(O)c1 (stereo unspecified) | 108 | 0.1
CC(C)(C)c1ccc(NC(=O)CSc2nnc3scc(-c4ccccc4)n23)cc1 | 104 | -0.4
Cc1ccc2nc(N3CCN(C=O)CC3)nc(-c3ccccc3)c2c1 | 98 | -0.9
O=c1[nH]cnc2c1ncn2[C@@H]1C[C@@H](O)[C@H](CO)O1 | 102 | -0.3
CCc1ccc(NC(=O)C2CCN(S(=O)(=O)c3cccc(-c4noc(C)n4)c3)CC2)cc1 | 104 | -0.3
CCOC(=O)c1ccccc1NC(=O)N(C(C)C)C1CCN(C(C)=O)CC1 | 111 | 0.7
Cc1ccc(-n2nc3c(N4CCCC(C(=O)NCCc5ccccc5)C4)nnc(C)c3c2C)cc1 (stereo unspecified) | 107 | 0.3
O=C(NCCc1ccccc1)c1noc2c1CCCC2 | 101 | -0.1
COc1ccc(Cn2c(O)c(/C=N/Nc3nc(C)cc(=O)[nH]3)c3ccccc3c2=O)cc1 | 136 | 3.5
O=C1Cc2cc(C(=O)CSc3nnc(-c4ccccn4)c(-c4ccccn4)n3)ccc2N1 | 101 | -0.3
CCCS(=O)(=O)/C(C#N)=C/c1sccc1Oc1ccccc1 | 109 | 1
C=CCc1cccc(C2Nc3ccccc3C(=O)N2O)c1O (stereo unspecified) | 104 | 0.5
COc1ccccc1C1NC(=O)c2n[nH]c(-c3cccs3)c21 (stereo unspecified) | 107 | -0.1
O=C1CSC(c2cn(-c3ccccc3)nc2-c2ccccc2)N1CCCN1CCOCC1 (stereo unspecified) | 89 | -1.4
CCNc1nc2cc(C)nn2c2ccccc12 | 104 | 0.1
O=C1CCCc2cc(S(=O)(=O)N3CCCC(C(=O)NCc4ccccc4Cl)C3)ccc2N1 (stereo unspecified) | 109 | 0.1
Cc1sc2c(c1C)c(=O)n(CCc1ccccc1)c(=O)n2Cc1ccc(F)cc1 | 106 | 0.1
CC(C)C(NC(=O)Cc1n[nH]c(=O)c2ccccc12)c1ccc2c(c1)OCCCO2 (stereo unspecified) | 105 | 0.3
CCCCOc1ccc(C(=O)NO)cc1OC | 104 | 0.3
Cc1nc2c3cccnc3nn2c(C)c1CCC(=O)NCc1ccccc1Cl | 99 | -0.7
Cc1noc(C)c1COC(=O)C(c1ccccc1)c1ccccc1 | 106 | 0.5
CCc1ccc(CNC(=O)c2cnc3sc(N4CCCCC4)nn3c2=O)cc1 | 100 | -1.4

Complete entries, quoted from the list.
Shown for O=c1[nH]cnc2c1ncn2[C@@H]1C[C@@H](O)[C@H](CO)O1 : Polio RdRp inh: 102; Polio RdRp inh FP z-score: -0.3
Shown for Cc1ccc(-n2nc3c(N4CCCC(C(=O)NCCc5ccccc5)C4)nnc(C)c3c2C)cc1 (stereo unspecified) : Polio RdRp inh: 107; Polio RdRp inh FP z-score: 0.3

(further entries)
SMILES | Polio RdRp inh | Polio RdRp inh FP z-score
CCc1c(C)sc(NC(=O)c2cc(-c3ccc(OC)c(OC)c3)on2)c1C#N | 95 | -1.3
O=C(Cn1c(=O)nc(-c2ccccc2)c2cc(Cl)ccc21)NCCc1ccccc1 | 108 | 0.3
Cc1ccc2cc3cc(C(=O)NCc4ccc(F)cc4)oc3nc2c1 | 100 | -0.3
CCSc1nc(=O)c2c(n1C)NC(=O)CC2c1ccc(O)cc1OC (stereo unspecified) | 106 | -0.2
O=C(CCNC(=O)c1ccco1)NC12CC3CC(CC(C3)C1)C2 | 104 | 0.5
COc1cc(NC(=O)c2cnn(-c3cccc(F)c3)c2C2CCNCC2)cc(OC)c1OC | 106 | 0.2
CCCCN1C(=S)NS(=O)(=O)c2ccccc21 | 100 | -0.2
Cc1ccc(C)c(NC(=O)c2nn(C)c3c2CS(=O)(=O)c2ccccc2-3)c1 | 105 | -0.6
CN(C)S(=O)(=O)c1cccc(C(=O)OCCN2C(=O)c3ccccc3C2=O)c1 | 100 | -0.2
CC1CCc2onc(C(=O)N3CCN(c4cccc(Cl)c4)CC3)c2C1 (stereo unspecified) | 104 | 0
CSc1nc(S(=O)(=O)c2ccc(C)cc2)c(N2CCOCC2)s1 | 101 | -0.1
COc1cccc(-c2nc3c(c(SC)n2)Cc2c(CO)cnc(C)c2O3)c1 | 104 | 1.1
O=C(Nc1ccccc1)C(F)(F)F | 106 | 0.7
COC(=O)c1ccc(NC(=O)C(c2ccccc2)c2ccccc2)cc1 | 99 | -0.9
CN(C)c1ccc(NC(=O)CSC2=Nc3ccccc3C3=NC(CC(=O)NCc4ccccc4)C(=O)N23)cc1 (stereo unspecified) | 112 | 1.1
NNC(=O)Cn1nc2n(c1=O)-c1ccccc1SC2 | 99 | -0.2
Cc1onc(-c2ccccc2)c1C(=O)Oc1cccnc1 | 105 | 0.8
CN(C(=O)CC1(CC(=O)O)CCCC1)C1CCCCC1 | 102 | 0.2
CN(Cc1nc2ccccc2c(=O)[nH]1)Cc1nc2scc(-c3cccs3)c2c(=O)[nH]1 | 101 | 0
Cc1ccc(C)c(N2CCN(S(=O)(=O)c3ccc(-c4coc(C)n4)cc3)CC2)c1 | 109 | 0.4
CCN1C(=O)/C(=C/C=C2/Sc3ccccc3N2CC)SC1=S | 104 | 0.5
O=C(CSC1CCCC1)c1cccs1 | 103 | 0.3
COc1ccc(NCc2cccn2-c2nnc(N3CCCCCC3)s2)cc1 | 102 | -0.8
CC1=C(C(=O)Nc2ccccc2)C(c2ccccc2C)n2nc(SCC(=O)c3ccc(C)cc3)nc2N1 (stereo unspecified) | 97 | -2.3
Nn1c(SCc2cc(=O)oc3cc4c(cc23)CCC4)nnc1-c1cccnc1 | 107 | 0.6
COc1ccc(-c2nc(S(=O)(=O)c3ccc(C)cc3)c(NCc3ccccc3)o2)cc1 | 106 | 0.5
COc1cccc(-n2c(-c3ccco3)nc3c(cnn3-c3ccc(C)cc3)c2=O)c1 | 112 | 0.8
Cc1cc(NC(=O)C2CCCCC2)no1 | 101 | -0.3
Cc1ccccc1C(=O)N1CCC(N2CCN(Cc3ccc(F)cc3)C(=O)C2=O)CC1 | 114 | 1.5
Cc1cccc(N2CCN(C(=O)c3nn(C)c4c3CS(=O)(=O)c3ccccc3-4)CC2)c1C | 112 | 1.1
O=C(CSc1nc2ccccc2n1CCc1ccccc1)c1cccs1 | 103 | -0.2
Cc1onc(-c2ccccc2Cl)c1C(=O)NCC1CCN(C(=O)OC(C)(C)C)CC1 | 101 | -0.2
O=C1C=C(NCc2ccccc2)C2(CCCCC2)O1 | 101 | -0.1
CC(C)OCC(O)Cn1c(N2CCCCCC2)nc2c1c(=O)n(C)c(=O)n2C (stereo unspecified) | 102 | 0
Fc1cccc(-c2csc(COc3ccccc3Cl)n2)c1 | 103 | -0.3
CC1CCCCC1NC(=O)NC(=O)CSc1nc2c(cnn2-c2ccccc2)c(=O)[nH]1 (stereo unspecified) | 103 | 0.1
Cc1ccc(CNC(=O)C2CCCN(c3nnc(-n4c(C)ccc4C)s3)C2)cc1 (stereo unspecified) | 104 | -1.2
CCOC(=O)c1cc(-c2ccc(N(CC)CC)cc2)no1 | 131 | 6.1
CC1=C(C(=O)Nc2ccccc2)C(c2ccccc2C)n2ncc(C(=O)Nc3ccccc3)c2N1 (stereo unspecified) | 109 | 0.4
O=C(O)CCN1C(=O)COc2ccc(Cl)cc21 | 106 | 1.2

Look-ups from the list.
`Nn1c(SCc2cc(=O)oc3cc4c(cc23)CCC4)nnc1-c1cccnc1` in Polio RdRp inh has 107
`CC1=C(C(=O)Nc2ccccc2)C(c2ccccc2C)n2ncc(C(=O)Nc3ccccc3)c2N1` (stereo unspecified) in Polio RdRp inh has 109
`COc1ccc(NCc2cccn2-c2nnc(N3CCCCCC3)s2)cc1` in Polio RdRp inh FP z-score has -0.8
`O=C1C=C(NCc2ccccc2)C2(CCCCC2)O1` in Polio RdRp inh has 101
`COc1cccc(-n2c(-c3ccco3)nc3c(cnn3-c3ccc(C)cc3)c2=O)c1` in Polio RdRp inh has 112
`O=C(CSc1nc2ccccc2n1CCc1ccccc1)c1cccs1` in Polio RdRp inh has 103

Further records follow.
SMILES | Polio RdRp inh | Polio RdRp inh FP z-score
CCN(Cc1ccccc1)C(=O)CSc1ccccc1C(=O)O | 99 | -1.4
CC(=O)N1CCc2cc(C(=O)CN3CCOCC3)ccc21 | 101 | 0.2
COc1ccccc1Cn1cc(C(=O)c2ccc(Cl)cc2)c(=O)c2cc3c(cc21)OCCO3 | 104 | -0.8
COc1ccccc1C(=O)N/C(N)=N/c1nc2ccccc2o1 | 83 | -3.4
Cc1c(Cl)cccc1NC(=O)C(C)n1nc(C)c2c(C)n(-c3ccccc3)nc2c1=O (stereo unspecified) | 106 | -0.4
CCc1ccc(NS(=O)(=O)c2ccc3c(c2)C(C)(C)C(=O)N3C)cc1 | 101 | -0.3
CCOc1ccccc1OC(=O)NN | 100 | -0.1
COc1ccccc1CNC(=O)c1ccc2c(c1)sc1nc(-c3ccc(F)cc3)cn12 | 103 | -0.6
CCCN(CCC)C(=O)Cn1c(=O)n(CCC(=O)NCc2ccco2)c(=O)c2sccc21 | 102 | 0.1
N#Cc1ccccc1S(=O)(=O)N1CCC(Oc2ccc(-n3cnnn3)cc2)CC1 | 103 | -0.8
CCOC(=O)C1=C(c2ccccc2)OC(N)=C(C#N)C1c1ccc(F)cc1 (stereo unspecified) | 104 | 0.2
NS(=O)(=O)c1ccc(NC(=O)CSc2ccc3ccccc3n2)cc1 | 106 | 0.3
CCn1c(=O)cc(O)c2ccccc21 | 115 | 1.3
O=C(Nc1ccccc1Cl)c1cc2c(-c3ccccc3)nn(-c3ccccc3)c2s1 | 106 | 0.3
O=C(OCc1csc(Nc2ccccc2)n1)c1cc(NS(=O)(=O)c2cccs2)ccc1O | 103 | -0.1

Laid out differently: results already given.
NS(=O)(=O)c1ccc(NC(=O)CSc2ccc3ccccc3n2)cc1
- Polio RdRp inh: 106
- Polio RdRp inh FP z-score: 0.3
CCn1c(=O)cc(O)c2ccccc21
- Polio RdRp inh: 115
- Polio RdRp inh FP z-score: 1.3
O=C(Nc1ccccc1Cl)c1cc2c(-c3ccccc3)nn(-c3ccccc3)c2s1
- Polio RdRp inh: 106
- Polio RdRp inh FP z-score: 0.3
O=C(OCc1csc(Nc2ccccc2)n1)c1cc(NS(=O)(=O)c2cccs2)ccc1O
- Polio RdRp inh: 103
- Polio RdRp inh FP z-score: -0.1
